Phagocytosis inh: inhibitors of macrophage phagocytosis. J774A.1 macrophage IgG-bead phagocytosis, imaging. inhibition, % at 5 µM. 110,000 compounds, 0.07% hits;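 active = inhibition above the mean of the plate negative controls plus 5 SD, cut at about 13% in these data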;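 also: phagocytic index as fraction of beads internalized from green versus red external bead signal; plate controls were DMSO negative control for no effect and cytochalasin-D positive control for full effect; some results beyond the cut were filed as inactive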
Active calls of the source: *. Only part of the results is shown, so the mix of outcomes need not match the whole.

SMILES | Phagocytosis inh
CCN(CC)CCCN1C(=O)C(O)=C(C(=O)c2ccc(C)o2)C1c1cccs1 (stereo not drawn) | -1
COc1ccccc1-c1nn2c(-c3ccccc3Cl)nnc2s1 | -1
Cc1cc(=O)cc(C)n1-c1ccc2c(c1)nc(C)n2-c1ccccc1 | -2
COC(=O)c1c(N)n(-c2ccc(N3CCOCC3)cc2)c2nc3ccccc3nc12 | 0
Cc1cccc(N(CC(=O)NC2CCCCC2)C(=O)CCC(=O)Nc2ccccn2)c1 | -1
O=C(O)CN1CCOCCOCCN(CC(=O)O)CCOCCOCC1 | 0
CCCn1c(=O)c(C(=O)Nc2cnccn2)c(O)c2ccccc21 | -2
Cc1ccc(S(=O)(=O)c2cc3c(=O)n4cccc(C)c4nc3n(Cc3ccco3)c2=N)cc1C | 0
COc1ccc(C2=Nn3c(nnc3-c3cccnc3)SC2)cc1OC | 0
Cc1ccc(S(=O)(=O)c2cc3c(=O)n4cccc(C)c4nc3n(CC3CCCO3)c2=N)cc1 (stereo not drawn) | 0
CN(C)CCN(C)Cc1ccc2c(c1)Cc1ccccc1-2 | 0
COc1ccc(-c2nnc3sc(-c4ccc(Br)o4)nn23)cc1OC | -1
CCc1cc2c(=O)c(-c3cscn3)coc2cc1OC | 0
CCOC(=O)c1ccc(-n2c(-c3ccco3)nc3ccccc3c2=O)cc1 | -1
Cc1ccc(Cn2c(SCC(=O)Nc3cccc(C)n3)nc3c2c(=O)n(C)c(=O)n3C)cc1 | -2
CCOC(=O)c1c(NC(=O)c2ccc(Cl)s2)sc(C)c1C | 0
CC1CCCN(c2nc3c(c(=O)n(C)c(=O)n3C)n2Cc2ccccc2)C1 (stereo not drawn) | -1
Cc1cc(C)cc(N(CC(=O)NC2CCCCC2)C(=O)CCC(=O)Nc2cc(C)ccn2)c1 | 2
Cn1c(=O)c2c3c(sc2n2c(SCc4ccc5c(c4)OCO5)nnc12)COC(C)(C)C3 | -1
Cc1ccc2nc(NC3=NCN(C4CCCCC4)CN3)nc(C)c2c1 | -1
Cn1c(N2CCN(C(=O)C34CC5CC(CC(C5)C3)C4)CC2)nc2ccccc21 | -2
COc1cc(C2c3c(oc4ccc(C)cc4c3=O)C(=O)N2c2cc(C)ccn2)cc(OC)c1OC (stereo not drawn) | -1
COc1ccc(Br)cc1C1NC(=O)c2c(sc3c2CCN(C)C3)N1 (stereo not drawn) | 0
CC1CCN(c2nc3ccccc3nc2C(C#N)C(=O)NC2CCCCC2)CC1 (stereo not drawn) | -3
Clc1ccc(-c2nn3c(-c4ccncc4)nnc3s2)c(Cl)c1 | 2

Going on with the list:
SMILES | Phagocytosis inh
Cn1c(=O)c2c(nc(N3CCOCC3)n2CC(=O)c2ccccc2)n(C)c1=O | 2
c1ccc(N(c2ccccc2)c2nc(N3CCOCC3)nc(N3CCOCC3)n2)cc1 | 1
Clc1ccc2nc(NC3=NCN(CCN4CCOCC4)CN3)nc(-c3ccccc3)c2c1 | -1
Cn1c(=O)c2c(SCC(=O)NCC3CCCO3)nc(-c3cccs3)nc2n(C)c1=O (stereo not drawn) | -2
Cc1cccc2cc(CN(Cc3ccco3)C(=O)N3CCCC3)c(=O)[nH]c12 | -3
CC(C)[C@H](NC(=O)OC(C)(C)C)c1nnc(S(=O)(=O)Cc2c(F)cccc2Cl)o1 | 0
CCOC(=O)Cn1c(=O)c2c(nc3n2CCN3c2ccc(C)cc2)n(C)c1=O | -2
CCCn1c(SCC(=O)Nc2sc(C)c(C)c2C(=O)OC)nc2c1c(=O)n(C)c(=O)n2C | -2
O=C(Cn1cnc2c(nnn2-c2cccc(Cl)c2)c1=O)N1CCOCC1 | 2
Cc1cc(C)n2nc(C(=O)Oc3ccc4c(c3)OCO4)nc2n1 | 0
CCn1cc(C(=O)NCc2ccc3c(c2)OCO3)c(=O)c2ccc(C)nc21 | -2
Cn1c(=O)c2c(nc(CN3CCN(c4ccccc4)CC3)n2CCN2CCOCC2)n(C)c1=O | -1
Cc1ccc(OCc2nn3c(-c4n[nH]c5c4CCC5)nnc3s2)cc1 | 3
CCn1c(SCC(=O)Nc2ccccc2C(=O)OC)nc2c1c(=O)n(C)c(=O)n2C | 0
CCN(CC)CCCN1C(=O)C(=O)/C(=C(/O)c2ccccc2)C1c1cc(OC)ccc1OC (stereo not drawn) | 0
NCc1ccc(-c2nc3ccccc3o2)cc1 | -1
COc1ccc(-c2nnc3sc(-c4ccccn4)nn23)cc1 | -1
Cc1ccc2oc3c(c(=O)c2c1)C(c1cccs1)N(CCCN(C)C)C3=O (stereo not drawn) | -1
COc1ccc(-c2nnc(CSc3ncnc4sc5c(c34)CCC5)o2)cc1OC | -2
CCN1CCN(c2ncnc3c2oc2nc(C(C)C)c4c(c23)CCC4)CC1 | -1
Cc1ccc(Cn2c(=O)c3ccccc3n3c(SCC(=O)N4CCCCC4C)nnc23)cc1 (stereo not drawn) | 0
Cc1ccccc1NC(=O)c1c(O)c2cccc3c2n(c1=O)CCC3 | 0
Cn1c(=O)c(C(=O)Nc2cnccn2)c(O)c2ccccc21 | 0
CCOc1cc(-c2ccc3c(c2)OCO3)cc(=O)c2c(C)oc(C)c12 | -1
c1csc(-c2nn3c(-c4ccncc4)nnc3s2)c1 | -1

Remaining list, next part:
SMILES | Phagocytosis inh
O=C(O)C1CC=CCC1C(=O)N1CCN(c2nc(-c3ccccc3Cl)c3cc(Br)ccc3n2)CC1 (stereo not drawn) | -5
CC(=O)c1sc(-c2c(C)nc3sccn23)nc1C1CCCC1 | 0
Cc1sc2nc(-c3cccs3)nc(N3CCCN(C)CC3)c2c1C | 1
CC(=O)N1CC2(C)CN(C(C)=O)CC(C)(C1)C2=O | -1
Cc1ccc2c(nc3s/c(=C/c4cccs4)c(=O)n32)c1C | 4
CCCOc1ccc(/C(O)=C2/C(=O)C(=O)N(CCN(CC)CC)C2c2ccncc2)cc1 (stereo not drawn) | -2
CCOC(=O)c1cnc(=O)[nH]c1C | -1
COc1ccc(N2CCN(c3nc4c(c(=O)n(C)c(=O)n4C)n3CCCc3ccccc3)CC2)cc1 | 0
CCCC(C(=O)O)N1C(=O)/C(=C2\C(=O)N(C)c3ccccc32)SC1=S (stereo not drawn) | -4
COc1ccc(CCN(C(=O)c2ccc(F)cc2)C2=CC3CCC(C2)N3C)cc1OC (stereo not drawn) | 0
Cc1ccc(CN2C(=O)/C(=C3\SC(N4CCOCC4)=NC3=O)c3cc(Br)ccc32)cc1 | -3
O=C(CCCCC(=O)N1CCN(c2ccccc2)CC1)N1CCN(c2ccccc2)CC1 | 0
CCOc1cc(NC(=O)C2CC2)c(OCC)cc1NC(=O)c1cccnc1 | 0
CCc1nc(N2CCN(c3nc(C)cc(C)n3)CC2)c2oc3ccccc3c2n1 | -1
COc1ccc(-c2nnc3n2N=C(c2ccccc2)CS3)cc1OC | -1
Cc1noc2nc(-c3cccs3)cc(-c3nnc4n3CCCCC4)c12 | 0
COc1cccc(C2/C(=C(\O)c3c(C)nc4c(C)cccn34)C(=O)C(=O)N2CCCN(C)C)c1 (stereo not drawn) | 2
Cc1ccc(-c2nn(-c3ccccc3)c3[nH]c(=O)c(CNCCN(C)C)cc23)cc1 | 1
CC1Cc2ccccc2N1C(=O)CSc1nnc(-c2ccc(S(=O)(=O)N3CCCCC3)cc2)o1 (stereo not drawn) | 0
COc1ccccc1CNC(=O)c1cnc2sccn2c1=O | 1
CC1CCCN(S(=O)(=O)c2ccc(S(=O)(=O)N3CCCN(Cc4ccccc4)C3)cc2)C1 (stereo not drawn) | -1
Cc1cc(C)c2c(n1)nn1c(N3CCN(Cc4ccccc4)CC3)cc(C)nc21 | -2
CCC(c1nnnn1Cc1ccco1)N(CCc1ccccc1)Cc1cc2cc(C)ccc2[nH]c1=O (stereo not drawn) | -1
Cn1c(O)c(C=Nc2ccc(Cc3ccncc3)cc2)c(=O)n(C)c1=O | 2
Cc1ccc(-n2nc(C)c(C3C(C#N)=C(N)OC4=C3C(=O)CC(C)(C)C4)c2Cl)cc1 (stereo not drawn) | 0

Following part
SMILES | Phagocytosis inh
Cc1nc2c3c(-c4ccccc4)c(-c4ccccc4)oc3ncn2n1 | 3
Cc1cc(NC(=O)CSc2nnc3c(C)cc4cc5c(cc4n23)OCO5)no1 | 0
CCCn1c(=O)c(C(=O)Nc2c(C)n(C)n(-c3ccccc3)c2=O)c(O)c2ccccc21 | 0
Cc1ccn2cc(-c3ccc(S(=O)(=O)N4CCOCC4)cc3)nc2c1 | 0
COc1ccc(C2/C(=C(\O)c3ccc4c(c3)OCCO4)C(=O)C(=O)N2CCCN(C)C)c(OC)c1 (stereo not drawn) | -1
CCN(Cc1cc2cccc(C)c2[nH]c1=O)C(=O)c1ccccc1OC | -1
COc1cccc(C2/C(=C(/O)c3ccncc3)C(=O)C(=O)N2CCCN(C)C)c1 (stereo not drawn) | 1
CCCC(=O)N1CCN(c2ccc(C(=O)c3ccc(OC)c(Br)c3)cc2F)CC1 | -1
CN(C)CCCN1C(=O)C(=O)/C(=C(/O)c2ccc(OCc3ccccc3)cc2)C1c1cccnc1 (stereo not drawn) | 0
c1cncc(-c2nc(Oc3ccc(-c4nnco4)cc3)c3c4c(sc3n2)CCCC4)c1 | -1
CCOCCCNC(=O)c1cc2c(=O)n3cccc(C)c3nc2n1C | 2
COc1ccccc1N1CCN(C(=O)c2oc3ccccc3c2C)CC1 | 0
Cc1ccc(C)c(NC(=O)Cn2nc(C)c3ccccc3c2=O)c1 | -2
COc1cccc(/C(O)=C2/C(=O)C(=O)N(CCCN(C)C)C2c2cccc(Cl)c2)c1 (stereo not drawn) | -1
CCn1c(SCC(=O)N2CCc3ccccc32)nc2c(c1=O)SC(C)C2 (stereo not drawn) | -1
Cc1ccc2cc(CN(Cc3cccs3)Cc3nnnn3C(C)(C)C)c3nnnn3c2c1 | 0
OC(CNC1CCCCC1)CN1CCN(CC(O)CNC2CCCCC2)CC1 (stereo not drawn) | 2
COc1ccc(CSc2nnc3n(C)c(=O)c4c5c(sc4n23)CCCC5)cc1 | 1
CSC1=C(C#N)C(c2ccccc2Cl)C2=C(CCCC2=O)N1 (stereo not drawn) | 0
CCOC(=O)c1cc2c(=O)n3cc(C)ccc3nc2n(Cc2cccnc2)c1=N | 0
COc1ccc(C2C(C(C)=O)=C(O)C(=O)N2CCCn2ccnc2)cc1OC (stereo not drawn) | 0
COc1cccc(C2/C(=C(\O)c3c(C)nc4c(C)cccn34)C(=O)C(=O)N2CCCN(C)C)c1OC (stereo not drawn) | 1
COc1cc(-c2nc(-c3ccc(-c4ccccc4)nc3OC)no2)cc(OC)c1OC | 0
CCN(CC)CCCN1C(=O)C(O)=C(C(=O)c2ccco2)C1c1cc(OC)ccc1OC (stereo not drawn) | 0
Cc1cccn2c(=O)c(C=Nc3c(C)n(C)n(-c4ccccc4)c3=O)c(N3CCCC3)nc12 | 1

Structural class, those above with an NH in an aromatic ring
SMILES | Phagocytosis inh
Cc1cccc2cc(CN(Cc3ccco3)C(=O)N3CCCC3)c(=O)[nH]c12 | -3
Cc1ccc(OCc2nn3c(-c4n[nH]c5c4CCC5)nnc3s2)cc1 | 3
CCOC(=O)c1cnc(=O)[nH]c1C | -1
Cc1ccc(-c2nn(-c3ccccc3)c3[nH]c(=O)c(CNCCN(C)C)cc23)cc1 | 1
CCC(c1nnnn1Cc1ccco1)N(CCc1ccccc1)Cc1cc2cc(C)ccc2[nH]c1=O (stereo not drawn) | -1
CCN(Cc1cc2cccc(C)c2[nH]c1=O)C(=O)c1ccccc1OC | -1

The main list resumes with the three entries that preceded the break.
SMILES | Phagocytosis inh
COc1cc(-c2nc(-c3ccc(-c4ccccc4)nc3OC)no2)cc(OC)c1OC | 0
CCN(CC)CCCN1C(=O)C(O)=C(C(=O)c2ccco2)C1c1cc(OC)ccc1OC (stereo not drawn) | 0
Cc1cccn2c(=O)c(C=Nc3c(C)n(C)n(-c4ccccc4)c3=O)c(N3CCCC3)nc12 | 1
C=CCn1c(SCc2cc(=O)n3ccsc3n2)nc2scc(C3CC3)c2c1=O | 2
CC1(C)CN=C(N2CCN(C3=NCC(C)(C)S3)CC2)S1 | 0
Cc1sc2nc3n(c(=O)c2c1C)Cc1ccccc1-3 | 1
CCN(CC)CCN1C(=O)C(=O)/C(=C(/O)c2ccc(OCC(C)C)cc2)C1c1ccncc1 (stereo not drawn) | 3
CCn1c(SCC(=O)Nc2nc3c(s2)CCCC3)nc2c1c(=O)n(C)c(=O)n2C | -1
COc1ccc(Oc2ncnc3c2oc2ccc(Br)cc23)cc1 | 0
Cc1nn(-c2ccccc2)c2sc(C(=O)OCN3C(=O)c4ccccc4C3=O)cc12 | 0
Cn1cc(Cl)c(C(=O)N(Cc2ccccc2)c2ccccn2)n1 | -1
CCCn1c(=NC(=O)c2ccc3c(c2)OCO3)c(C#N)cc2c(=O)n3cccc(C)c3nc21 | -2
Cc1ccc(-n2c(=O)[nH]cc(C(=O)Nc3ccc4c(c3)OCO4)c2=O)cc1C | -1
Cc1nc(NC2=NCN(Cc3cccnc3)CN2)nc2ccccc12 | 0
O=c1c2c3nc4ccccc4nc3n(-c3cccc(F)c3)c2ncn1Cc1ccc2c(c1)OCO2 | 0
CC(=O)c1oc2ccccc2c1NC(=O)COC(=O)c1ccc(-n2nc(C)cc2C)cc1 | -1
CC1CCc2c(sc3ncnc(SCC(=O)N4CCN(C(=O)c5ccco5)CC4)c23)C1 (stereo not drawn) | 1
Cc1cc2nc(NC3=NCN(CCN4CCOCC4)CN3)nc(C)c2cc1C | 0
CCOc1ccc2nc(NC3=NCN(Cc4ccco4)CN3)nc(C)c2c1 | 0
CCOC(=O)c1[nH]c(C)c(/C(O)=C2\C(=O)C(=O)N(CCN(C)C)C2c2ccco2)c1C (stereo not drawn) | -1
COCCN1CN=C(Nc2nc(C)c3ccc(C)cc3n2)NC1 | 0
Cc1ccc(C)c2[nH]c(=O)c(CCNC(=O)C(C)C)cc12 | 0
Cn1c(=O)c2c(nc(SCC(=O)N3CCc4ccccc43)n2Cc2ccccc2)n(C)c1=O | -3
COc1ccc2c(c1)cc(C)c1nnc(SCC(=O)N3CCN(C(=O)c4ccco4)CC3)n12 | 0
Cc1ccc(S(=O)(=O)C(C#N)c2nc3ccccc3nc2N2CCCCC2)cc1 (stereo not drawn) | -1

2 compounds drawn at random from the list so far:
SMILES | Phagocytosis inh
Cc1cc2nc(NC3=NCN(CCN4CCOCC4)CN3)nc(C)c2cc1C | 0
Cn1c(=O)c2c(nc(N3CCOCC3)n2CC(=O)c2ccccc2)n(C)c1=O | 2

From PubChem BioAssay
